INS promoter inh: TRM-6 insulin promoter activity inhibition; TRM-6 cells (human fetal islet line), insulin promoter-eGFP reporter, imaging; reporter expression induced with tamoxifen; inhibition, % at 2 µM; hit rate 0.9% among 130,000; AID 1273;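 active = inhibition above the mean plus 3 SD, with well images judged a real hit on visual review, cut at about 60% in these data, passing the limit was not always enough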
sdo1 growth: compounds rescuing growth of sdo1-depleted yeast, bone marrow failure model. S. cerevisiae sdo1-depleted JHY4D growth rescue, OD600 30 h; active compounds read high; pdr5 snq2 efflux-pump mutant strain. z-score at 10 µM. hit rate 0.21% among 140,000;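 active = z-score above 3 at both the 24 hr and the 30 hr optical density reads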;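 note: z-score against mean and SD of all compound wells on the same plate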
sdo1 growth Rescue 24 h: recorded beside sdo1 growth, whose call it bears; z-score; S. cerevisiae sdo1-depleted JHY4D growth rescue, OD600; measured here: growth rescue at 24 h;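 0 is the plate mean of compound wells and units are plate SD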
Active calls of the source: *.

Screening C#CCn1c(=NC(=O)c2ccccc2[N+](=O)[O-])sc2cc(S(C)(=O)=O)ccc21 returned INS promoter inh -14.8, sdo1 growth 0.06 and sdo1 growth Rescue 24 h 0.05.
`O=C(NNC1=NCCC1)c1cccc(S(=O)(=O)N2CCCC2)c1` gave INS promoter inh -6.5, sdo1 growth -0.36 and sdo1 growth Rescue 24 h -0.81.
Cc1cccc2cc(CN(CCCN3CCOCC3)Cc3nnnn3C(C)(C)C)c(=O)[nH]c12 was read as INS promoter inh 7.1, sdo1 growth -0.07 and sdo1 growth Rescue 24 h -0.33.
Screening Cc1ccc(S(=O)(=O)N2CCCC2C(=O)N2CCCCCC2)cc1 (stereo unspecified) returned INS promoter inh -342.9, sdo1 growth 0.93 and sdo1 growth Rescue 24 h 0.06.
For CSC(=NCCCN1CCOCC1)NS(=O)(=O)c1cccs1 the results were INS promoter inh -25.0, sdo1 growth -0.3 and sdo1 growth Rescue 24 h -0.49.
Screening CN(CC(=O)Nc1ccccc1Oc1ccccc1)Cc1ccccc1F returned sdo1 growth -0.12 and sdo1 growth Rescue 24 h -0.06.
`COc1cc(Cl)c(C)cc1NC(=O)COC(=O)C(NS(=O)(=O)c1ccc(Cl)cc1)C(C)O` (stereo unspecified) gave INS promoter inh 42.9, sdo1 growth 0.45 and sdo1 growth Rescue 24 h 0.75.
Screening COc1ccc(CCNC(=O)CN(c2ccccc2)S(C)(=O)=O)cc1OC returned INS promoter inh -33.3, sdo1 growth 1.31 and sdo1 growth Rescue 24 h 0.95.
`COc1ccc(NC(=O)c2ccc(COCC(F)(F)C(F)F)cc2)cc1OC` gave sdo1 growth 0.29 and sdo1 growth Rescue 24 h 0.27.
For COc1cc2c(cc1OC)C(SC)=NC(C)(C)C2 the results were INS promoter inh -19.1, sdo1 growth 0.65 and sdo1 growth Rescue 24 h -0.38.
Screening Cc1nc2c(cnn2-c2ccccc2Cl)c(=O)n1-c1ccc(N2CCC(C)CC2)cc1 returned sdo1 growth -1.16 and sdo1 growth Rescue 24 h -1.24.
For Cc1cc(Nc2ccc(F)cc2)nc(N)n1 the results were sdo1 growth -0.05 and sdo1 growth Rescue 24 h -1.11.
`CCOC(=O)n1c(=O)oc2ccc(Cl)cc21` gave INS promoter inh -60.4, sdo1 growth 0.23 and sdo1 growth Rescue 24 h 0.07.
Screening Cc1ccc(C(=O)O/N=C\c2ccc(N3CCOCC3)c([N+](=O)[O-])c2)cc1 returned sdo1 growth 0.53 and sdo1 growth Rescue 24 h 0.26.
Screening Cc1cccc2nc(CSc3nc4cc([N+](=O)[O-])ccc4s3)cn12 returned INS promoter inh 25.0, sdo1 growth -0.62 and sdo1 growth Rescue 24 h -0.1.
Screening O=C(CNc1ccccc1-c1ccccc1)NCc1ccccc1 returned sdo1 growth -1.03 and sdo1 growth Rescue 24 h -0.37.
Screening COC(=O)N/N=C/c1cn(CCCOc2ccccc2)c2ccccc12 returned INS promoter inh -27.8, sdo1 growth -1.26 and sdo1 growth Rescue 24 h -0.65.
Screening CC1CCN(c2c(NCc3ccc(C(=O)N4c5ccccc5CC4C)cc3)c(=O)c2=O)CC1 (stereo unspecified) returned sdo1 growth -0.25 and sdo1 growth Rescue 24 h -0.97.
For COC(=O)c1sc2nc(CSc3nc4ccc(C)cc4[nH]3)[nH]c(=O)c2c1C the results were INS promoter inh 21.9, sdo1 growth -0.75 and sdo1 growth Rescue 24 h 1.21.
`Cn1ncc(Br)c1C(=O)N/N=C/c1ccc(OS(=O)(=O)c2ccccc2)cc1` gave INS promoter inh -15.8, sdo1 growth -0.89 and sdo1 growth Rescue 24 h -1.75.
`Cc1ccc(C(C(=O)NC2CCCCC2)N(C(=O)CCCC(=O)Nc2ccccn2)c2ccc3c(c2)OCCO3)cc1` (stereo unspecified) gave INS promoter inh -10.3, sdo1 growth 0.6 and sdo1 growth Rescue 24 h 0.88.
For O=C(O)CNS(=O)(=O)c1ccc(Br)s1 the results were INS promoter inh 40.7, sdo1 growth 0.57 and sdo1 growth Rescue 24 h 0.29.
`CCOC(=O)c1sc(-n2[nH]c(C)cc2=O)nc1C` gave INS promoter inh 28.6, sdo1 growth -0.13 and sdo1 growth Rescue 24 h -0.09.
Cc1cc([N+](=O)[O-])cc(C)c1OCC(=O)N/N=C/c1ccc(OC(=O)c2ccccc2Br)cc1 was read as INS promoter inh 44.7, sdo1 growth -0.31 and sdo1 growth Rescue 24 h 0.37.
`CC(C)n1cnc2cc(NCc3ccco3)ccc21` gave INS promoter inh -32.4, sdo1 growth -0.36 and sdo1 growth Rescue 24 h -0.64.
For O=C1CCCCCCC1Sc1ccccc1[N+](=O)[O-] (stereo unspecified) the results were INS promoter inh -21.7, sdo1 growth -0.47 and sdo1 growth Rescue 24 h -0.67.
`CCOC(=O)Nc1ccc(C)cc1NC(=O)OCC` gave INS promoter inh 7.7, sdo1 growth 0.04 and sdo1 growth Rescue 24 h -0.45.
`O=C(CSc1ccc2nnc(-c3ccc(Cl)cc3)n2n1)N1CCCc2ccccc21` gave INS promoter inh -6.5, sdo1 growth -0.79 and sdo1 growth Rescue 24 h -0.76.
Screening [O-][n+]1onc2c3cc(-c4ccccc4)nnc3ccc21 returned INS promoter inh 20.5, sdo1 growth -0.07 and sdo1 growth Rescue 24 h -0.27.
Screening CCCCCCc1ccc(-c2ncc(N)cn2)cc1 returned INS promoter inh -18.9, sdo1 growth -2.89 and sdo1 growth Rescue 24 h -2.09.

Eleven structures from above, arranged by SMILES length, rising.
For O=C(O)CNS(=O)(=O)c1ccc(Br)s1 the results were INS promoter inh 40.7, sdo1 growth 0.57 and sdo1 growth Rescue 24 h 0.29.
`CCOC(=O)Nc1ccc(C)cc1NC(=O)OCC` gave INS promoter inh 7.7, sdo1 growth 0.04 and sdo1 growth Rescue 24 h -0.45.
For COc1cc2c(cc1OC)C(SC)=NC(C)(C)C2 the results were INS promoter inh -19.1, sdo1 growth 0.65 and sdo1 growth Rescue 24 h -0.38.
For O=C1CCCCCCC1Sc1ccccc1[N+](=O)[O-] (stereo unspecified) the results were INS promoter inh -21.7, sdo1 growth -0.47 and sdo1 growth Rescue 24 h -0.67.
For CSC(=NCCCN1CCOCC1)NS(=O)(=O)c1cccs1 the results were INS promoter inh -25.0, sdo1 growth -0.3 and sdo1 growth Rescue 24 h -0.49.
Screening COC(=O)N/N=C/c1cn(CCCOc2ccccc2)c2ccccc12 returned INS promoter inh -27.8, sdo1 growth -1.26 and sdo1 growth Rescue 24 h -0.65.
Screening Cc1cccc2nc(CSc3nc4cc([N+](=O)[O-])ccc4s3)cn12 returned INS promoter inh 25.0, sdo1 growth -0.62 and sdo1 growth Rescue 24 h -0.1.
`Cn1ncc(Br)c1C(=O)N/N=C/c1ccc(OS(=O)(=O)c2ccccc2)cc1` gave INS promoter inh -15.8, sdo1 growth -0.89 and sdo1 growth Rescue 24 h -1.75.
Screening Cc1ccc(C(=O)O/N=C\c2ccc(N3CCOCC3)c([N+](=O)[O-])c2)cc1 returned sdo1 growth 0.53 and sdo1 growth Rescue 24 h 0.26.
Cc1cccc2cc(CN(CCCN3CCOCC3)Cc3nnnn3C(C)(C)C)c(=O)[nH]c12 was read as INS promoter inh 7.1, sdo1 growth -0.07 and sdo1 growth Rescue 24 h -0.33.
Screening C#CCn1c(=NC(=O)c2ccccc2[N+](=O)[O-])sc2cc(S(C)(=O)=O)ccc21 returned INS promoter inh -14.8, sdo1 growth 0.06 and sdo1 growth Rescue 24 h 0.05.

Next section:
Screening O=C(COC(=O)[C@H](Cc1ccccc1)NC(=O)c1cccs1)NC1CC1 returned INS promoter inh 38.7, sdo1 growth 0.55 and sdo1 growth Rescue 24 h -0.24.
Screening CC(=O)NCc1nc2ccccc2n1Cc1ccccc1F returned sdo1 growth 1.35 and sdo1 growth Rescue 24 h 1.15.
For O=C1c2oc3ccccc3c(=O)c2C(c2ccccn2)N1Cc1ccccc1 (stereo unspecified) the results were INS promoter inh -8.3, sdo1 growth -0.68 and sdo1 growth Rescue 24 h -0.9.
`O=C(Nc1nnc(-c2ccccc2Cl)o1)c1nc2ccccc2s1` gave sdo1 growth 1.02 and sdo1 growth Rescue 24 h 0.95.
Screening CCOC(=O)c1cc(C#N)c(SC)nc1-c1ccccc1 returned INS promoter inh 6.5, sdo1 growth -0.2 and sdo1 growth Rescue 24 h 0.14.
`CC(=O)Cc1cc(O)c2ccccc2c1OC(=O)c1ccccc1` gave INS promoter inh -217.7.
For CC(=O)c1ccc(NC(=O)c2cn(-c3ccccc3)nc2-c2ccncc2)cc1 the results were sdo1 growth -0.76 and sdo1 growth Rescue 24 h -0.96.
For O=C(COC(=O)c1cc[n+]([O-])cc1)NCc1ccccc1Cl the results were INS promoter inh -66.7.
For COc1ccc(NC(C)=O)cc1NC(=O)CN1CCN(C(=O)c2ccco2)CC1 the results were sdo1 growth 0.63 and sdo1 growth Rescue 24 h -0.25.
Screening CCOC(=O)c1ccc(Cn2c(-c3ccccc3)nnc2-c2ccccc2)o1 returned INS promoter inh 18.8, sdo1 growth -1.43 and sdo1 growth Rescue 24 h -1.02.
For COc1ccccc1NS(=O)(=O)c1cc(NC(=O)c2sc3cc(Cl)ccc3c2Cl)ccc1C the results were INS promoter inh -11.1.
CCC(C(=O)NC1CCCC1)N(Cc1ccc2c(c1)OCO2)C(=O)c1snc(C(N)=O)c1N (stereo unspecified) was read as INS promoter inh 21.2, sdo1 growth -0.01 and sdo1 growth Rescue 24 h 0.52.
`CSc1nc2ccccc2n1CC(=O)Nc1c(C)cccc1C` gave INS promoter inh -56.2, sdo1 growth 1.11 and sdo1 growth Rescue 24 h 0.93.
CCOC(=O)C1C(=O)CC(C)(O)C(C(=O)OCC)C1c1ccccc1 (stereo unspecified) was read as INS promoter inh 68.8, sdo1 growth 0.52 and sdo1 growth Rescue 24 h -0.07.
`O=C1CC(Nc2ccc(N3CCOCC3)cc2)C(=O)N1CCc1ccccc1` (stereo unspecified) gave sdo1 growth -0.35 and sdo1 growth Rescue 24 h -0.43.
For O=C(Nc1nnc(-c2ccccc2F)s1)C1CCCO1 (stereo unspecified) the results were INS promoter inh 38.9, sdo1 growth 0.29 and sdo1 growth Rescue 24 h 0.26.
Cc1nn(-c2ccccc2)c(C)c1/C=N/NC(=O)c1cccs1 was read as INS promoter inh -27.0, sdo1 growth 1.29 and sdo1 growth Rescue 24 h 1.86.
Screening COc1ccc(-c2ccc(/C=C3\C(=O)N(c4ccccc4)N=C3c3ccccc3)o2)c([N+](=O)[O-])c1 returned sdo1 growth 0.24 and sdo1 growth Rescue 24 h 0.28.
Screening COC(=O)c1oc(-c2ccc(Cl)cc2)nc1C returned INS promoter inh 46.1.
O=C(CSc1nc(-c2ccccc2)cs1)N1CCc2ccccc21 was read as INS promoter inh -3.3, sdo1 growth -0.36 and sdo1 growth Rescue 24 h -0.22.
Cc1cccc(C)c1NC(=O)/C(=C/c1ccco1)c1ccccc1 was read as INS promoter inh -40.9, sdo1 growth -1.1 and sdo1 growth Rescue 24 h -0.96.
For Cc1ccc(CN2CCN(/N=C/c3ccc(Cl)c([N+](=O)[O-])c3)CC2)cc1 the results were INS promoter inh 56.2.
For COc1ccc(Br)cc1CN(C)CC(=O)Nc1cc(Cl)ccc1Cl the results were sdo1 growth 0.21 and sdo1 growth Rescue 24 h 1.13.
O=c1ccn(Cc2ccccc2)c(=O)n1Cc1ccccc1 was read as INS promoter inh 6.2, sdo1 growth 1.37 and sdo1 growth Rescue 24 h 2.15.
Screening COc1ccc(CNC(=O)c2cccc(C)c2[N+](=O)[O-])cc1 returned INS promoter inh 3.5, sdo1 growth 0.2 and sdo1 growth Rescue 24 h -0.2.
Screening C=CCn1c(=NC(=O)C2CC2)sc2cc(NC(C)=O)ccc21 returned sdo1 growth 0.7 and sdo1 growth Rescue 24 h 0.86.
COc1ccc(/C=N/n2c(=O)[nH]c3c([nH]c4ccc(Br)cc43)c2=O)cc1CN1CCOCC1 was read as INS promoter inh -25.6, sdo1 growth -0.03 and sdo1 growth Rescue 24 h -0.84.
For O=C(OCC(=O)c1c[nH]c2ccccc12)C1=COCCO1 the results were INS promoter inh -16.7, sdo1 growth 0.62 and sdo1 growth Rescue 24 h 0.08.
Screening CC1=Nc2ccccc2/C1=C\c1sc(Nc2ccc(C)cc2)nc1O returned INS promoter inh 3.2, sdo1 growth -0.49 and sdo1 growth Rescue 24 h 0.02.
For Cc1ccc(/C=N/NC(=O)CSCc2ccc(Cl)cc2)cc1 the results were sdo1 growth -1.44 and sdo1 growth Rescue 24 h -0.51.
Screening CCc1nc(SCC(=O)c2ccc3c(c2)OCCO3)c2ccccc2n1 returned INS promoter inh 40.6, sdo1 growth -0.43 and sdo1 growth Rescue 24 h 0.09.
For CCN1C(=O)C(C(=O)Nc2ccc(OC)cc2)C2CC1(C)Oc1ccccc12 (stereo unspecified) the results were INS promoter inh -109.3, sdo1 growth -1 and sdo1 growth Rescue 24 h -0.84.
`CC1CCN(c2ccccc2NC(=S)NC(=O)c2cccs2)CC1` gave INS promoter inh -48.3, sdo1 growth -1.87 and sdo1 growth Rescue 24 h -1.48.
For COC(=O)C1=C(C)N(C(C)c2ccccc2)C(=O)C1 (stereo unspecified) the results were sdo1 growth -0.16 and sdo1 growth Rescue 24 h -0.65.
Cc1ccc(NCc2nnc(SCC(=O)N3c4ccccc4Sc4ccccc43)o2)c(C)c1 was read as sdo1 growth -0.37 and sdo1 growth Rescue 24 h -0.2.
For CCOC(=O)c1ccc2[nH]c(C)c(C)c2c1 the results were INS promoter inh -300.0, sdo1 growth 0.11 and sdo1 growth Rescue 24 h -0.01.
`c1ccc(-c2nc(NCc3ccco3)c3ccccc3n2)cc1` gave INS promoter inh -30.8, sdo1 growth -2.81 and sdo1 growth Rescue 24 h -2.

Some of the compounds tested; count on the stated rates, not on these rows.
